Dicer processing: inhibitors of human Dicer processing of pre-microRNA. cat-ELCCA pre-miR-21 Dicer processing, chemiluminescence; stronger effect = higher value. z-score at 25 µM. actives 6% (n = 47,000). AID 1347074; in the data active = z-score above about 3, passing the limit was not always enough;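 also: plate controls were vehicle for no effect and no enzyme for full effect; higher signal means more uncleaved substrate so more Dicer inhibition; strong numbers were not always called active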
Target sequence (Q9UPY3 whole entry, looked up): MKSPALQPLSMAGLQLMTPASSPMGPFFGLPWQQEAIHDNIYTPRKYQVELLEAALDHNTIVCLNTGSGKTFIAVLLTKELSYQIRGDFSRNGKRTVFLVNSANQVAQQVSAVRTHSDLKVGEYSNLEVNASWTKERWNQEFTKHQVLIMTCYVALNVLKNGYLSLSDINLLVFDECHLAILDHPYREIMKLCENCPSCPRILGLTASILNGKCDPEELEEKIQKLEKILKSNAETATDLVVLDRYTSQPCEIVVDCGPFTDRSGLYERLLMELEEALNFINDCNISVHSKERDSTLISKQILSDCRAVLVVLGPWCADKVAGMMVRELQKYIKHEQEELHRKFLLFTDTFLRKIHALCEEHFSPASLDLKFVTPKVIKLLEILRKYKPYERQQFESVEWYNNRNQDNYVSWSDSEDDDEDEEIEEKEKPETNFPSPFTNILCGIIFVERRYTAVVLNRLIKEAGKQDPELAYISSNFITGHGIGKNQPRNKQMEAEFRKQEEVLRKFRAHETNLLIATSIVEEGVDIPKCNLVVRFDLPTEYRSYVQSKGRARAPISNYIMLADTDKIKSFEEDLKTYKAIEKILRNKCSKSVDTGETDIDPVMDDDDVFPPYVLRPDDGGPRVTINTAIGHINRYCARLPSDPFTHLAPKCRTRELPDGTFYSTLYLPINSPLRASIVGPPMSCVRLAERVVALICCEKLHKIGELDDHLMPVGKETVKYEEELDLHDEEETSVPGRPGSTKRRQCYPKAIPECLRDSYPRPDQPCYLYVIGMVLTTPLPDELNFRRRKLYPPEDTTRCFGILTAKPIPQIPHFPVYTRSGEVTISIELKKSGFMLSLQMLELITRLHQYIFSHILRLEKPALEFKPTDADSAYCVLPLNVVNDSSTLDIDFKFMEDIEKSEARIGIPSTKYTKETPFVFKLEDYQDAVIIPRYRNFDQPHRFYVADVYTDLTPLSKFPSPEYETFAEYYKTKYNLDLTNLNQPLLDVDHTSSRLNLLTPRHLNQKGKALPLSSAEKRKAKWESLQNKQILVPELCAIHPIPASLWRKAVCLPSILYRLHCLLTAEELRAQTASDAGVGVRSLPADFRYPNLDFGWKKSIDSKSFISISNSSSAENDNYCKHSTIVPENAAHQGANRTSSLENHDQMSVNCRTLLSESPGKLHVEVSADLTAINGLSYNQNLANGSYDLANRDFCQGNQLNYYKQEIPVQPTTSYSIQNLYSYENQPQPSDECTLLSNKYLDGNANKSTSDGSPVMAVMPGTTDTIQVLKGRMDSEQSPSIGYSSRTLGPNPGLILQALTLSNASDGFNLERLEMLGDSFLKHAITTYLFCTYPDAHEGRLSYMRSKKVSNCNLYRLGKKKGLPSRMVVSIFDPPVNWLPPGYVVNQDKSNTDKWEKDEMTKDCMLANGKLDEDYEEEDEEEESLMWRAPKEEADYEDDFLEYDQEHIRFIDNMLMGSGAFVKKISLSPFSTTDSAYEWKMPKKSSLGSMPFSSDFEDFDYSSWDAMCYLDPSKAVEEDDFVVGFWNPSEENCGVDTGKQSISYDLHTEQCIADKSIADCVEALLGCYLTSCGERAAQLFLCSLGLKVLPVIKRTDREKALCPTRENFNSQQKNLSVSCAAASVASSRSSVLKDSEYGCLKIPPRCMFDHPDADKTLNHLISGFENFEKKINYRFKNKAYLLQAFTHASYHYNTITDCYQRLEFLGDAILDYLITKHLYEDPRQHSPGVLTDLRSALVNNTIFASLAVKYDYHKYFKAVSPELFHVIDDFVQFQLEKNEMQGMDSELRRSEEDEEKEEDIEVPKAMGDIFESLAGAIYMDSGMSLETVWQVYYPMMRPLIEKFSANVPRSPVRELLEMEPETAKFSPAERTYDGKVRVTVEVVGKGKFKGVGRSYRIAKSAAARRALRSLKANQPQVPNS
Active calls of the source: *. An excerpt (hit frequency here may not be typical).

SMILES	Dicer processing
O=c1o[nH]c(-c2ccccc2)c1N=Nc1cc(C(F)(F)F)cc(C(F)(F)F)c1	0.48
COCCOC(=O)c1c(C)oc2cc(Br)c(OCc3ccc(C(=O)OC)cc3)cc12	5.4
O=C(Nc1ccc(O)c(-c2nc3ccccc3s2)c1)c1ccc([N+](=O)[O-])o1	1.1
O=C1CC(Nc2ccc(F)cc2)C(=O)N1c1ccccc1Cl (stereo not given)	0.79
Cc1[nH]nc2c1C1(CCCCC1)C(C#N)=C(N)O2	-4.7
Cc1ccc(S(=O)(=O)NC(=O)N2CCCN(C(=O)OC(C)(C)C)CC2)cc1	-1.4
CCOC(=O)C1CCN(C(=O)Nc2c(-c3ccccc3)noc2C)CC1	-0.86
COCCCNC(=O)c1nc2ccccc2c(=O)n1NC(=O)c1c(F)cccc1F	0.11
Nc1cc(=O)[nH]c(SCc2nc(-c3cccs3)no2)n1	2.5
CCCN1C(=O)C(O)(CC(=O)c2ccc(-n3cccc3)cc2)c2cc(Br)ccc21 (stereo not given)	2.6
COc1ccc(N=C(c2ccccc2)c2c(C)[nH]n(-c3ccccc3)c2=O)cc1	-1.4
COc1nc(OCCNS(=O)(=O)c2ccccc2)nc(N(C)C)n1	0.62
O=C(O)c1ccc(S(=O)(=O)Nc2ccc3oc4c(c3c2)C(=O)CCC4)cc1	0.94
CCn1c2ccccc2c2cc(C3C(C(=O)OCC4CCCO4)=C(C)NC4=C3C(=O)CCC4)ccc21 (stereo not given)	0.8
Cc1ccc(/C(O)=C2/C(=O)C(=O)N(CCCN3CCOCC3)C23C(=O)N(C)c2ccccc23)cc1F (stereo not given)	-3.9
Cc1cc(C)c(CSc2ccccc2N)c(C)c1CSc1ccccc1N	0.2
Brc1c(Br)c(Br)c2[nH]cnc2c1Br	-1.4
Clc1ccc(-c2nc(NCc3ccco3)c3ccccc3n2)cc1	-1.1
Cc1c(-c2nc(-c3cc(C(F)(F)F)cc(C(F)(F)F)c3)no2)oc2ccccc12	-0.31
CCSc1nnc(NC(=O)c2cccc(C(=O)OC)n2)s1	1.3
CCOC(=O)C1=C(C)NC2=C(C(=O)c3ccccc32)C1c1ccc(OC)cc1 (stereo not given)	3.3*
COc1ccc(-c2cc3nccc(-c4cc(Cl)ccc4O)n3n2)cc1	5.2
c1ccc(-c2nc3ccccc3o2)c(-c2nc3ccccc3o2)c1	0.44
CSc1c2c(c(C#N)c3nc4ccccc4n13)CCCC2	-1.8
CCOc1ccc(C2C3=C(CC(C)(C)CC3=O)Nc3nc(C)nn32)cc1 (stereo not given)	0.87
CC(C)(C#N)c1cc(Cn2cncn2)cc(C(C)(C)C#N)c1	-0.55
CC1=C(C(=O)OCC2CCCO2)C(c2cccc(Cl)c2)C2=C(CC(C)(C)CC2=O)N1 (stereo not given)	0.84
CCOCCOC(=O)C1=C(C)NC2=C(C(=O)CC(c3cccs3)C2)C1c1ccc(Cl)cc1 (stereo not given)	1.9
COc1ccc(/C=C/c2nc(NCCCN(C)C)c3ccccc3n2)cc1	-0.14
CCOc1cc(C2C(C(=O)OCCOc3ccccc3)=C(C)NC3=C2C(=O)CC(C)(C)C3)ccc1O (stereo not given)	1.1
CCOC(=O)C(C#N)c1c([N+](=O)[O-])c(=O)n(C)c2ccccc12 (stereo not given)	0.76
C#CCSc1nnc2nc(C)cc(C)n12	3
O=c1[nH]nc(-c2ccc(F)cc2)cc1Cc1ccccc1	1.6
CCCc1cc(N2CCN(CCO)CC2)n2c(nc3ccccc32)c1C#N	1.4
O=C1CC(c2ccccc2Cl)Cc2nc(NCCc3ccccc3)ncc21 (stereo not given)	-0.73
O=C(CSc1nc2ccccc2nc1N1CCOCC1)N1CCOCC1	4.9*
CCc1cccc(CC)c1N1C(=O)CC(Sc2ccccc2N)C1=O (stereo not given)	-2.5
Cc1nn(C)cc1/C=N/Nc1ncnc2c1cnn2C	0.27
Cc1cc(C)nc(NC2=NCC(=O)N2c2ccccc2Cl)n1	2.2
Cc1cc(NS(=O)(=O)c2ccc(Nc3nc(-c4c(C)nc5ccccn45)cs3)cc2)no1	3.5*
NC(=S)Nc1csc(C(F)(F)F)c1-c1ccccc1	3.3*
Cc1[nH]c(=S)[nH]c(=O)c1Cc1ccccc1	0.97
O=C(CSc1nc2ccccc2s1)Nc1ncccn1	-0.82
FC(F)(F)c1cc(-c2ccncc2)nc2c(-c3ccc(Cl)cc3)cnn12	-1.6
CCOC(=O)c1sc(N2C(=O)c3oc4ccc(C)cc4c(=O)c3C2c2ccccc2F)nc1C (stereo not given)	0.37
CC(C)n1c2ccc(F)cc2c2nc3ccccc3nc21	-0.95
Cc1c(C(=O)Nc2ccccc2)sc(N)c1C(N)=O	-2.7
Cc1ccc(C(=O)Oc2cccc(C3C4=C(Nc5c3c(=O)[nH]c(=O)n5C)c3ccccc3C4=O)c2)cc1 (stereo not given)	0.21
COc1ccc2c(c1)C(C)CC(C)(C)N2C(=O)CSc1ncccn1 (stereo not given)	4.2*
COc1ccc(S(=O)(=O)NCC2CCCO2)cc1C(=O)O (stereo not given)	-0.09

(further entries)
SMILES	Dicer processing
CCCc1c(C(=O)Nc2ncn[nH]2)cnn1-c1ccccc1	-2.1
Cc1cc(C)nc(Nc2nc(-c3ccc(O)c(O)c3)cs2)n1	8.6*
S=c1nn[nH]n1-c1cccc(Cl)c1	-0.08
Cc1cc2c(cc1C)C(c1ccc(F)c(Br)c1)CC(=O)N2 (stereo not given)	0.83
Cc1ccc(N2CC(C)Cn3c2nc2c3c(=O)n(CC(=O)O)c(=O)n2C)cc1 (stereo not given)	0.85
Cc1ccccc1C1NC(=O)c2c(sc3c2CCN(C)C3)N1 (stereo not given)	0.05
CCOC(=O)n1c(=O)oc2ccccc21	1.7
CC(C)(CO)Nc1c[nH]c(=O)[nH]c1=O	-0.55
COc1ccc(CCN2C(=O)C(Oc3ccccc3)C2c2ccc3c(c2)OCO3)cc1 (stereo not given)	3.4*
Cc1ccc(S(=O)(=O)c2nc(-c3cccs3)oc2NCc2ccccc2)cc1	-3.4
Cn1nc(C(F)(F)F)c(-c2cccc(C(F)(F)F)c2)c1NC(=O)CSCC(=O)O	-0.76
Cc1c(/C=C/c2ccnc(SCc3ccccc3)n2)sc2ccccc12	0.01
O=C1CC(c2cccs2)CC(O)=C1C=Nc1ccccc1Cl (stereo not given)	-1.1
Clc1ccc(-c2nc(C3CCCCC3)no2)cc1	0.84
C/C(=N\Nc1nc2c(c(=O)n(Cc3ccc(Cl)cc3Cl)c(=O)n2C)n1C)c1ccccc1	-0.91
Cc1ccc(-c2csc(N=C(N)N)n2)c(C)c1	0.5
C=CCOc1ccc(C2/C(=C(\O)c3ccc(Cl)cc3)C(=O)C(=O)N2c2nnc(C)s2)cc1 (stereo not given)	1.8
CC(C)(O)C#Cc1ccc(/C=N/Nc2ncc(Cl)cc2C(F)(F)F)cc1	1.8
O=[N+]([O-])c1c(Sc2ccc(Cl)cc2)sc(Sc2ccc(Cl)cc2)c1[N+](=O)[O-]	-1.6
NC(=O)N/N=C/c1cc(C(F)(F)F)cc(C(F)(F)F)c1	-2.5
FC(F)(F)c1ccc(N2CCCN(c3ncnc4scc(-c5ccccc5)c34)CC2)nc1	-0.39
Cc1cc(C)[n+](C)n1CC(O)Cn1c2ccccc2c2ccccc21 (stereo not given)	1.7
CC(=O)/C(C=Nc1nn(C)cc1C(=O)Nc1ccc(F)c(Cl)c1)=C(\C)O	1.9
Cc1cc(C)cc(NC2OC(=O)c3ccccc32)c1 (stereo not given)	0.94
CCCCNS(=O)(=O)c1ccc(OC)c(-c2nnc3c4ccccc4c(C)nn23)c1	-1.4
COc1ccc(NS(=O)(=O)c2cccc(S(=O)(=O)c3ccc(Cl)cc3)c2)cc1	3.4*
CCOC(=O)c1sc(NC(=O)C(CC)Sc2nnc3c4ccccc4n(CC)c3n2)nc1C (stereo not given)	0.99
COc1ccc(Oc2c(C(F)(F)F)oc3c(CN4CCCC4)c(O)ccc3c2=O)cc1	0.02
CCOC(=O)c1cc(C#N)c(Sc2ccccc2N)nc1C(F)(F)F	-2
COc1ccccc1NC(=O)OCc1ccc(-c2cc(C(F)(F)F)cc(C(F)(F)F)c2)o1	2.7
CC(=O)NNC(=O)c1cc2sccc2s1	1.9
CNC(=S)N/N=C/c1c(C(=O)OC)cnn1-c1ccc(F)cc1F	-0.95
O=C(O)CSCC(=O)Nc1cccnc1	5.6*
Cc1[nH][nH]c(=O)c1C(c1ccccc1OCc1ccc(F)cc1)c1c(C)[nH][nH]c1=O	21
COc1ccc(CNCC2(O)CCOC(C)(C)C2)cc1 (stereo not given)	3.6*
FC(F)(F)Oc1ccccc1NC(=S)N1CCc2c([nH]c3ccccc23)C1C(F)(F)F (stereo not given)	-7
Cn1cnc(S(=O)(=O)NC2CCN(Cc3c(F)cccc3Cl)CC2)c1	1.1
O=C1COc2ccccc2N1C(=O)c1ccc(Cl)cc1	-0.58
CCCCS(=O)(=O)N[C@@H](Cc1ccc(OCCCCC2CCNCC2)cc1)C(=O)O	1.6
COc1ccc(C2c3c(oc4ccccc4c3=O)C(=O)N2c2nncs2)cc1OC (stereo not given)	-0.76
CCc1ccc(C2C(C(=O)OCCOC)=C(C)NC3=C2C(=O)CC(c2ccc(OC)cc2)C3)cc1 (stereo not given)	0.27
Cc1c(C#N)c(N)c(C(=O)c2ccccc2)n1-c1ccccc1	2.8
CCc1ccccc1NCN1C(=O)c2ccccc2C1=O	3.4*
CC(=O)Oc1ccc(C2C(C(=O)OCCc3ccccc3)=C(C)NC3=C2C(=O)CCC3)cc1 (stereo not given)	1.7
CCC(C)NC(=O)CN1C(=O)c2cccc3cccc1c23 (stereo not given)	0.41
Cc1ccccc1/C=C(\C#N)C(=O)OC(C)(C)C	-0.7
CCOC(=O)Cn1cnc2sc(C)c(C)c2c1=O	4.9
Cc1nc2cc(NCc3ccccn3)ccc2n1C	3*
CCOC(=O)C1=C(C)Nc2nc3ccccc3n2C1c1cccs1 (stereo not given)	-1.2
O=c1ccn(Cc2ccccc2)c(=O)[nH]1	0.74

Other compounds follow:
SMILES	Dicer processing
CCOC(=O)c1csc2ncc(C#N)c(=O)n12	0.95
Cc1nnc(SCC(=O)Nc2ccc(F)c(Cl)c2)s1	-0.78
COc1cc(C2c3c(oc4ccc(F)cc4c3=O)C(=O)N2Cc2ccccc2)ccc1O (stereo not given)	2.5
CC(C)S(=O)(=O)c1cscc1NS(=O)(=O)c1ccc(Cl)cc1	-0.61
Oc1c(C(Nc2ccccn2)c2ccccc2Cl)ccc2cccnc12 (stereo not given)	3.9*
CN(C)c1ccc(NC(=O)CSc2nc(-c3cccs3)cc(C(F)(F)F)n2)cc1	0.45
CCOC(=O)C1=C(C)NC2=C(C(=O)CCC2)C1c1ccc(N(C)C)cc1 (stereo not given)	-0.06
Cc1cc(-c2nn(C)c(=O)c3ccccc23)cc(C)c1OCC(=O)NNC(=O)Nc1ccc(Cl)cc1	0.07
CC(=O)Nc1cc([N+](=O)[O-])ccc1-n1cc(C)c(C(F)(F)F)n1	0.21
CC(C)C(NS(=O)(=O)c1ccc2c3c(cccc13)C(=O)N2C)C(=O)O (stereo not given)	2.7
COc1ccc(CCN2C(=O)c3cccc4c(Br)ccc(c34)C2=O)cc1OC	-0.82
O=C(O)C(F)(F)C(F)(F)C(=O)NCc1ccccc1Cl	0.25
CSc1cccc(NC(=O)CSc2ccc(C(F)(F)F)cn2)c1	0.4
CCCCC1(Cc2ccccc2)C(=O)Nc2ccccc2C1=O (stereo not given)	80
CN/C(=C/[N+](=O)[O-])NCCSCc1ccc(CN(C)C)o1	8.5
c1ccc(-c2cc(CSc3nc4ccccc4[nH]3)on2)cc1	-1.2
CCOC(=O)c1cnc2ccc(Cl)cc2c1Nc1ccc(N(C)C)cc1	3.8*
O=C(Nc1cccc(C(F)(F)F)c1)c1cc(Br)cc2c1OCC2	-1.5
COc1ccc(-c2cc(=O)[nH]c(=S)s2)cc1	-0.91
CC(O)CNC(=S)NC1CC2CCC1C2 (stereo not given)	-0.41
CCOc1ccc(C2C(C(=O)OC)=C(C)N=C3SCCC(=O)N32)cc1 (stereo not given)	-1.5
